RXFP1 antag: antagonists of human relaxin receptor RXFP1. Q9HBX9. HEK293-RXFP1, relaxin-stimulated cAMP HTRF, 30 min; stronger effect = lower value. activity change, negative = inhibition, % at 57.5 µM. actives 0.59% (n = 350,000). AID 1259400;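 active = activity change of -60% or lower, but not beyond a set lower limit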; note: % is set by controls: 0 for no effect and ±100 for the full control effect
D2 PAM: positive allosteric modulators of human D2 dopamine receptor; AID 485347; P14416; potentiation, % at 10 µM; HEK293 T-REx D2, calcium flux, EC20 dopamine potentiation; actives 0.34% (n = 340,000);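 active = potentiation over 3 SD above the plate norm, cut at about 30% in these data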; note: 0% is about no effect
Target sequence (P14416 whole entry, looked up): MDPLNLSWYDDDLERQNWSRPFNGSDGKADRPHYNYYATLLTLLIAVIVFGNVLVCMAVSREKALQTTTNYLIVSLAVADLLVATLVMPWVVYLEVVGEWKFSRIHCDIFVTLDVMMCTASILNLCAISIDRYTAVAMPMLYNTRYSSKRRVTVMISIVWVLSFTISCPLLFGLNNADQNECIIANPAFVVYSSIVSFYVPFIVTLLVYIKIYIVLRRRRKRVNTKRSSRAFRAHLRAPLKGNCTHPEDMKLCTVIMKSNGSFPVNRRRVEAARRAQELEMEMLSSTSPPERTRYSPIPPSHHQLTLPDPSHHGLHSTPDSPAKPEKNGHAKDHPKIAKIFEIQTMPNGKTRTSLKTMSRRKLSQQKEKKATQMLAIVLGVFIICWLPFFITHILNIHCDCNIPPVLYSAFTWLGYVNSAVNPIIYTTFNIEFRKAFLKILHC
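Tetracycline-induced Hek293 Trex D2 cells, force-coupled to calcium, loaded with no-wash calcium dye. Compound added with 180 s kinetic read for agonism, then EC20 dopamine and a further 180 s read for potentiation.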
D1 ag: activates the human D1 dopamine receptor; P21728; HEK293 T-REx D1 cells, calcium flux, agonist mode; activation, % at 2 µM; actives 1% (n = 360,000); AID 504660; note: 0% is about no effect
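Tetracycline-induced HEK293 TREx D1 cells, force-coupled to calcium signalling, were dye-loaded with a no-wash calcium kit. Compound was pin-added after a 10 s baseline. Fluorescence was read kinetically at 1 cycle/s for 180 s, with calcium rises flagged as agonism.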
TRHR ag: agonists of human TRH receptor | TRHR cells, calcium flux fluo-8, FDSS agonist mode | activation, % at 2 µM | P34981 | actives 0.18% (n = 360,000); note: 0% is about no effect
Target sequence (P34981 whole entry, looked up): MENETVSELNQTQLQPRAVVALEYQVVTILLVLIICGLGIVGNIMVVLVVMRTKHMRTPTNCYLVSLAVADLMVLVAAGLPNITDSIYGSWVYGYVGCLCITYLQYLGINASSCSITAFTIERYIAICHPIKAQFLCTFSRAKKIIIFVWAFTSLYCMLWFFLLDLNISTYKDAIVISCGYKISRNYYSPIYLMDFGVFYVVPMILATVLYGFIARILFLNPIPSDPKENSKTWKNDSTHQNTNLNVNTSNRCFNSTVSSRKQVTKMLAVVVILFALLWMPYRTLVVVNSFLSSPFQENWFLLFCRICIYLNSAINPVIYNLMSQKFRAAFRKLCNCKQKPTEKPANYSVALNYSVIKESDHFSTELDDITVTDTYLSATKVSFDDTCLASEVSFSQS
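Read-out: compound-evoked intracellular calcium rise in TRHR cells, fluo-8 dye, kinetic FDSS fluorescence at 1 s/cycle following a 10-cycle baseline. Cells cultured overnight before dye loading (30 min–1.5 h, RT).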
D2 antagonist: antagonizes the human D2 dopamine receptor. P14416. HEK293 TREx D2 cells, calcium flux, dopamine EC80. inhibition, % at 10 µM. actives 2% (n = 340,000). AID 485344; in the data active = inhibition above about 30%; note: 0% is about no effect
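Dopamine at EC80 is the agonist stimulus; test compounds precede it by 180 s. Calcium flux read kinetically in a force-coupled, inducible HEK293 T-REx D2 cell line.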
D1 PAM: potentiators of human D1 dopamine receptor; P21728; HEK293 TREx D1 cells, calcium flux, dopamine EC20 potentiation; potentiation, % at 10 µM; actives 0.036% (n = 360,000); in the data active = potentiation above about 30%; note: 0% is about no effect
TRHR PAM: allosteric enhancers of human TRH receptor; TRHR cells, fluo-8 calcium fluorescence, EC20 TRH enhancement; actives 0.66% (n = 360,000); enhancement, % at 2 µM; P34981; in the data active = enhancement above about 30%; note: 0% is about no effect
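TRHR-expressing cells loaded with fluo-8 calcium dye were read kinetically (ex 480/em 530) during compound addition, then stimulated with an EC20 of TRH (10 nM final). Enhancement of the Gq-mediated intracellular calcium response was scored.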
D2 agonist: D2 dopamine receptor (human) agonism; P14416; HEK293 T-REx D2 cells, calcium flux agonist mode; activation, % at 2 µM; actives 0.53% (n = 340,000); AID 485358;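 active = activation over 3 SD above normal in the single-dose calcium agonist read, cut at about 30% in these data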; note: 0% is about no effect
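HEK293 Trex D2 cells, tetracycline-induced, o/n 30 C 5% CO2; no-wash Ca dye, RT 30–90 min; 10-cycle baseline, 23 nl cpd added, kinetic Ca read 180 s; agonist hits = positive Ca response.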
D1 antagonist: blocks dopamine activation of the human D1 receptor. actives 3.2% (n = 360,000). P21728. HEK293 TREx D1 cells, calcium flux, dopamine EC80; stronger effect = lower value. activity change, negative = inhibition, % at 10 µM; in the data active = activity change below about -30%; note: % is set by controls: 0 for no effect and ±100 for the full control effect
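Using tetracycline-induced force-coupled D1 Hek293 cells and a calcium dye, signals were followed for 180 s after compound, then for 180 s after EC80 dopamine, to detect inhibitors.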
Active calls of the source: *; . = no result given. Cut-off read from the data, not from the text of the source, unless noted: active = activation above about 30%; inactive = the rest.

SMILES	RXFP1 antag	D2 PAM	D1 ag	TRHR ag	D2 antagonist	D1 PAM	TRHR PAM	D2 agonist	D1 antagonist
CC(=O)N1CCc2c(sc3c2c(=O)n(-c2ccccc2)c(=O)n3Cc2ccccc2Cl)C1	-11	.	2	0.2	.	-1	1	.	9
COC(=O)c1ccc(N2CCN(S(=O)(=O)c3c(C)cc(C)cc3C)CC2)c([N+](=O)[O-])c1	-7	7	5	-0.1	12	-2	2	-1.4	-3
Cc1ccc(C)c(N2CCN(C(=O)c3cc(C)nc4c3c(C)nn4-c3cccc(F)c3)CC2)c1	2	4	8	-2.0	.	10	7	-2.9	-27
CC(N=Cc1c(O)c2ccccc2oc1=O)C(=O)O (stereo not drawn)	-8	-5	4	0.7	0	-3	4	-0.2	12
CCCC[C@H]1COCCS(=O)(=O)N1Cc1ccc(F)cc1	.	-2	0	-1.3	-12	-6	-2	-1.3	4
CCC(=O)Nc1ccc(Cl)c(NC(=O)c2ccc(Br)o2)c1	-4	0	0	3.1	-21	-2	6	-2.1	-1
COc1ccc(C(=O)OCCCN(C)C)cc1OC	9	-5	3	0.2	2	1	1	0.5	-3
O=C(CN1C(=O)CSC1=O)NC1CCCCC1	-6	-4	1	-0.4	7	-2	0	-0.4	18
O=C1CC2c3ccccc3C1C1C(=O)N(CCc3ccccc3)C(=O)C21 (stereo not drawn)	2	.	1	-0.3	.	2	-1	.	3
COc1ccc(Cl)cc1C(=O)NNC(=S)NC(=O)/C=C/c1ccco1	-6	-5	22	-0.7	5	-5	-1	16	-18
CC(=O)N(CN1C(=O)c2ccc([N+](=O)[O-])cc2C1=O)c1cccc(C(=O)O)c1	2	-2	2	0.4	0	0	6	-0.1	15
Nc1nnc(CCN2C(=O)CSC2=O)s1	13	1	0	0.2	-7	7	8	1.5	25
COCCNC(=O)Nc1ccc2nc(C)sc2c1	-3	2	1	1.4	13	1	-9	-0.8	10
CC(C)c1[nH]nc2c1C(c1cccs1)C(C#N)=C(N)O2 (stereo not drawn)	0	-4	0	0.0	16	4	14	-0.3	0
Cc1ccc(NS(=O)(=O)c2c(C)[nH]c(C)c2C(=O)N2CCCCC2)cc1C	1	0	1	0.0	-6	-5	13	0.5	4
Cc1ccc(-n2ncc3c(Nc4cccc(C)c4)ncnc32)cc1	.	-4	5	1.7	.	-9	11	-1.8	-33*
CCc1nnc(SCC(=O)Nc2ccc3c(c2)OCO3)o1	7	4	0	-0.1	-4	0	-9	-0.5	4
Cc1cc(NC(=O)Cn2nc(C(=O)O)c3ccccc3c2=O)c([N+](=O)[O-])cc1C	-13	18	1	0.2	-1	-3	3	-0.7	-2
CCOc1ccc(NC(=O)CN(C)C(=O)c2ccc(C)c(S(=O)(=O)N3CCCCC3)c2)cc1OCC	-4	12	3	-0.8	4	-3	-4	-0.8	-1
O=C(COC(=O)c1ccc2c(c1)OCO2)Nc1ccccc1Cl	19	-4	0	-0.4	6	0	-10	-0.1	-8

Entries above that contain four or more nitrogen atoms (5):
SMILES	RXFP1 antag	D2 PAM	D1 ag	TRHR ag	D2 antagonist	D1 PAM	TRHR PAM	D2 agonist	D1 antagonist
Cc1ccc(C)c(N2CCN(C(=O)c3cc(C)nc4c3c(C)nn4-c3cccc(F)c3)CC2)c1	2	4	8	-2.0	.	10	7	-2.9	-27
Nc1nnc(CCN2C(=O)CSC2=O)s1	13	1	0	0.2	-7	7	8	1.5	25
CC(C)c1[nH]nc2c1C(c1cccs1)C(C#N)=C(N)O2 (stereo not drawn)	0	-4	0	0.0	16	4	14	-0.3	0
Cc1ccc(-n2ncc3c(Nc4cccc(C)c4)ncnc32)cc1	.	-4	5	1.7	.	-9	11	-1.8	-33*
Cc1cc(NC(=O)Cn2nc(C(=O)O)c3ccccc3c2=O)c([N+](=O)[O-])cc1C	-13	18	1	0.2	-1	-3	3	-0.7	-2

More compounds:
SMILES	RXFP1 antag	D2 PAM	D1 ag	TRHR ag	D2 antagonist	D1 PAM	TRHR PAM	D2 agonist	D1 antagonist
COCCNC(=O)C(c1ccc(F)cc1)N(Cc1ccccc1)C(=O)CCC(=O)Nc1nccs1 (stereo not drawn)	13	2	3	0.0	-31	-4	1	-0.6	2
CN(C)/C=C/C(=O)c1cc(F)cc(C(F)(F)F)c1	-18	7	7	0.7	2	-8	8	1.2	-8
Cc1cc(OCc2nn[nH]n2)c2c(C)c(CC(=O)O)c(=O)oc2c1	-2	10	1	0.6	-4	1	0	0.4	-4
Cc1ccc2nc(SCC(=O)N3CCCCCC3)nc(=O)n2c1	19	-9	4	0.1	1	0	0	0.9	-2
CCOC(=O)c1scc(-c2ccc(C)cc2)c1S(=O)(=O)Nc1cc(Cl)ccc1OC	.	12	24	-0.6	.	-5	7	-1.5	-3
O=C(Nc1c[nH]c(=O)[nH]c1=O)c1cc([N+](=O)[O-])cc([N+](=O)[O-])c1	11	3	2	0.6	15	-3	9	1.2	10
O=C(Nc1cccc(NC(=O)N2CCN(c3ccccc3)CC2)c1)N1CCN(c2ccccc2)CC1	-9	.	1	-0.3	.	-6	4	.	-14
O=C(NCCO)N1c2ccccc2Sc2ccccc21	-2	-8	2	-0.1	-1	-10	0	0.5	3
Cc1cc(C(=O)CSc2ccccc2)cc(C)c1O	4	-5	6	-0.1	-12	-4	-4	-0.4	-8
O=C(N/N=C/c1c[nH]c2ccccc12)c1cc(-c2ccc3ccccc3c2)n[nH]1	12	7	6	-0.5	-1	-6	-5	-0.2	-19
CC(=O)Nc1ccc(NC(=O)COc2ccc3c(c2)CCC3)cc1	0	10	2	-1.0	6	5	2	-0.6	-35*
CC(=N\Nc1ccc(Cl)cc1)/C(=N/O)C(=O)Nc1ccccc1	-7	-3	0	0.1	-25	-1	-3	0.9	-20
Cc1ccc(-n2c(SCC(=O)O)nc3c(sc(=S)n3-c3ccc(C)c(C)c3)c2=O)cc1	-8	1	1	-0.5	0	-3	-2	0.0	-7
CC(Oc1ccccc1)C(=O)Nc1cc(Cl)ccc1-n1cncn1 (stereo not drawn)	-14	7	1	0.0	28	-11	-3	-0.7	-12
CCc1ccc(/C=N/Nc2nn[nH]n2)cc1	-8	3	-2	-0.2	10	-5	-7	0.2	-2
CC(C)(O)C(=O)NNC(=S)Nc1ccc(F)c(Cl)c1	3	4	1	0.0	2	-3	-2	0.5	4
COC(=O)c1ccccc1S(=O)(=O)N1CCC(C(=O)NC2=NCCS2)CC1	5	-9	2	1.3	18	-2	-1	0.4	-11
CN(CC(=O)Nc1ccc2c(c1)OCCO2)S(=O)(=O)c1ccc(Br)s1	-2	18	2	-0.6	.	-3	-3	.	1
CCc1nnc(NC(=O)CSc2nnc(-c3ccco3)o2)s1	-19	3	0	0.0	6	2	-2	-0.5	-16
OCC1CCN(Cc2nc(Cc3ccccc3Cl)no2)CC1	13	-12	1	0.9	3	-4	-4	0.3	-4

Given in CSV form: two of the compounds above.
molecule,RXFP1 antag,D2 PAM,D1 ag,TRHR ag,D2 antagonist,D1 PAM,TRHR PAM,D2 agonist,D1 antagonist
O=C(NCCO)N1c2ccccc2Sc2ccccc21,-2,-8,2,-0.1,-1,-10,0,0.5,3
Cc1cc(C(=O)CSc2ccccc2)cc(C)c1O,4,-5,6,-0.1,-12,-4,-4,-0.4,-8

(list continues)
SMILES	RXFP1 antag	D2 PAM	D1 ag	TRHR ag	D2 antagonist	D1 PAM	TRHR PAM	D2 agonist	D1 antagonist
CCOC(=O)N1CCN(C(=O)COC(=O)Cc2ccc(Cl)cc2)CC1	-8	-2	4	-0.8	-7	8	-1	-0.4	-7
CN1CCCN(Cc2nc(-c3ccc(Cl)cc3)no2)CC1	6	8	3	0.6	11	0	5	1.0	-1
CCCCn1nnnc1SCC(=O)Nc1sc2c(c1C#N)CCCC2	-6	4	1	-0.4	0	-5	-3	-1.3	0
COC/C=C/C1=CC2=CC(=O)C(C)(OC(=O)c3cnc4ccccc4n3)C(=O)C2=CN1CCN1CCOCC1 (stereo not drawn)	.	-1	3	0.3	11	-6	0	1.3	-5
COc1ccc(N2CCN(C(=O)CSc3nnc(Cn4nnc5ccccc54)n3C)CC2)cc1	-3	-7	2	-2.7	5	-1	3	-0.1	3
O=C(Nc1ccccc1OC(F)F)C1CCCN1C(=O)c1cccs1 (stereo not drawn)	-7	4	0	-0.4	0	-5	3	-0.4	1
COc1ccc(CNC(=O)c2cccnc2Sc2ccc(C)c(C)c2)cc1	-3	-6	16	2.2	-5	-3	-7	6.7	8
O=C(CN1CCCC1)Nc1ccc(F)c(Cl)c1	8	-29	4	0.6	-15	-5	5	1.3	-24
Cc1cc(=O)c2ccccc2s1	-4	9	1	0.1	18	-3	-13	0.0	1
COc1cc(CC(=O)OCC(=O)N2CCCCC2)cc(OC)c1OC	-6	0	1	0.9	3	-2	5	0.5	4
S=c1[nH]c2cnccc2n1Cc1ccccc1	-31	-4	3	0.3	-28	-2	-7	-0.3	-9
CCc1noc(C)c1C(=O)Nc1nc(-c2cc(C)ccc2C)c(C)s1	3	1	0	0.1	13	8	-1	0.3	-2
O=C(Nc1ccccn1)c1ccc(Br)s1	-1	-9	3	0.9	10	0	-5	-3.0	-11
O=C(c1cccc(NS(=O)(=O)c2ccccc2)c1)N1CCCC1	0	7	3	-0.4	0	-6	-2	0.5	1
CCCC(=O)Nc1ccc(N2CCN(C(=O)c3ccccc3C)CC2)cc1	-28	-2	1	0.2	-3	-2	3	-0.1	3
COc1ccc(C(=O)NCCNC(=O)c2cc(OCC(F)(F)F)ccc2OCC(F)(F)F)cc1	-6	7	2	-0.5	17	-6	-8	-0.3	9
CN1CCN(C(c2ccc(F)cc2)c2sc3nc(-c4ccco4)nn3c2O)CC1 (stereo not drawn)	-5	8	3	0.2	.	5	5	1.0	.
O=S(=O)(CCCc1ccccc1)c1ncn[nH]1	-4	3	1	-0.3	3	2	-2	1.3	5

Fetched by compound from the entries so far:
SMILES	RXFP1 antag	D2 PAM	D1 ag	TRHR ag	D2 antagonist	D1 PAM	TRHR PAM	D2 agonist	D1 antagonist
Cc1cc(=O)c2ccccc2s1	-4	9	1	0.1	18	-3	-13	0.0	1
O=C(Nc1ccccc1OC(F)F)C1CCCN1C(=O)c1cccs1 (stereo not drawn)	-7	4	0	-0.4	0	-5	3	-0.4	1

Screening data: PubChem BioAssay, National Center for Advancing Translational Sciences (NCATS)

Outcome played no part in choosing rows (roughly 7.3% active in at least one column).
